Screening results (PubChem BioAssay)
TWEAK-Fn14 inh: inhibitors of TWEAK-Fn14 signaling, primary screen, luciferase reporter cells, uHTS; TWEAK-stimulated Fn14 reporter cells, luciferase luminescence, 8 h; 360,000 compounds, 2% hits; inhibition, % at 10 µM; AID 1159606, 2016; in the data active means inhibition above about 50%
CF NFkB inh: inhibitors of PAF-induced NF-kB signaling, primary screen, cell-based, GFP fluorescence, uHTS; KKLEB NF-kB-GFP reporter, GFP fluorescence overnight; AID 588850, 2011; 360,000 compounds, 0.86% hits; inhibition, % at 5 µM;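 active means at least 50% inhibition at 5 µM, scaled per plate between neutral and stimulator controls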;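 further: PAF is a Pseudomonas aeruginosa culture filtrate used as stimulus; plate controls were PAF-stimulated DMSO wells for no effect and unstimulated DMSO wells for full effect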
SRC3 inh: SRC3 coactivator transcriptional activity inhibitors, primary screen, cell-based, luminescence; HEK293 GAL4-SRC3 luciferase reporter; inhibition, % at 3.6 µM; 360,000 compounds, 0.17% hits;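 active means inhibition above a per-campaign cutoff, the mean of all compounds plus 3 SD, cut at about 60% in these data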;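 further: 0% = DMSO-treated cells and 100% = gossypol-treated cells at 36 µM; higher means less SRC3-driven luciferase light from the GAL4 reporter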
TROY signal inh: inhibitors of TROY-driven NF-kB signaling, primary screen, Q293 LMP1-TROYcd cells, NF-kB luciferase, uHTS; Q293 LMP1-TROYcd NF-kB luciferase reporter, 4 h; inhibition, % at 10 µM; 360,000 compounds, 0.98% hits;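 active means compounds whose plate-normalised and pattern-corrected inhibition of the luciferase reporter signal at the single screening dose is 50% or more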
KKLEB tox: cytotoxicity in KKLEB CF airway cells, primary screen, cytotoxicity control for CF NF-kB inhibitor project, cell-based, uHTS, fluorescence assay plates; KKLEB CF airway cells viability, ATPlite luminescence, overnight; stronger effect = lower value; cells stimulated with P. aeruginosa culture filtrate; activity change (cytotoxicity), % at 5 µM; 360,000 compounds, 0.36% hits;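 active means corrected activity change at or below -50% at 5 µM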
SRC2 inh: inhibition of GAL4-SRC2 driven luciferase reporter, primary screen, SRC2 inhibitor project, cell-based, luminescence; Nuclear receptor coactivator 2 (Homo sapiens), Q15596; HEK293 GAL4-SRC2 luciferase reporter; inhibition, % at 9 µM; 370,000 compounds, 0.17% hits;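 active means inhibition above the mean inhibition of all tested compounds plus 3 SD, set per campaign, cut at about 52% in these data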;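 further: 0% = DMSO treated cells and 100% = cells given Gossypol at 36 µM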
LRH-1 inv ag: LRH-1 (NR5A2) inverse agonists, primary screen, cell-based, luminescence, HEK293T, StAR-luciferase reporter | LRH-1 transfected, 24 h | inhibition, % at 3.6 µM | 360,000 compounds, 0.13% hits;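 active means inhibition above the mean inhibition of all tested compounds plus 3 SD, cut at about 73% in these data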;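 further: 0% = DMSO wells and 100% = reporter-only cells lacking LRH-1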
NCOA1 inh: SRC1 coactivator transcriptional activity inhibitors, primary screen, cell-based, luminescence | Nuclear receptor coactivator 1 (Homo sapiens), Q15788 | HEK293 GAL4-SRC1 luciferase reporter | inhibition, % at 3.6 µM | 360,000 compounds, 0.12% hits;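 active means inhibition above the campaign mean plus 3 SD, with each screening campaign given its own cutoff, cut at about 60% in these data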;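 further: 0% = DMSO treated cells and 100% = gossypol at 36 µM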
EBV LMP1 NFkB: EBV LMP1-driven NF-kappaB luciferase reporter inhibitors, primary screen, cell-based, luminescence, single point. LMP1-induced NF-kappaB luciferase reporter cells. inhibition, % at 12.5 µM. 350,000 compounds, 0.69% hits. AID 504558, 2011; in the data active means inhibition above about 41%;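 further: 0% = neutral control wells and 100% = reference inhibitor control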
COUP-TFII inh: NR2F2 transcriptional activity inhibitors, primary screen, cell-based, luciferase reporter, HEK293T, luminescence; inhibition, % at 8.6 µM; COUP transcription factor 2 (Homo sapiens), P24468; 370,000 compounds, 0.7% hits; AID 686940, 2013; HEK293T NGFI-A luciferase reporter;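 active means inhibition above a per-plate cutoff, mean inhibition of test wells between control levels plus 3 SD, cut at about 38% in these data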;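 further: cells cotransfected with COUP-TFII expression vector driving the NGFI-A reporter; 0% = median of COUP-TF2 test wells and 100% = reporter-only cells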
TRAIL sens C8: viability loss with TRAIL in NB7+C8 cells, primary screen, TRAIL sensitizer project, cell-based, ATPlite luminescence. inhibition (viability loss, TRAIL sensitization), % at 10 µM. 360,000 compounds, 1% hits. AID 624354, 2012;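 active means compounds causing at least 50% loss of cell viability in the single-dose screen, relative to plate controls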
* marks the source's active call; other numbers are inactive results; · = no result given.

nr	molecule	TWEAK-Fn14 inh	CF NFkB inh	SRC3 inh	TROY signal inh	KKLEB tox	SRC2 inh	LRH-1 inv ag	NCOA1 inh	EBV LMP1 NFkB	COUP-TFII inh	TRAIL sens C8
1	COc1cc(OC)cc(C(=O)NCC(=O)OCC(=O)C(C)(C)C)c1	-2	2	3	4	13	-15	-6	18	12	-17	-17
2	CN1C(=O)/C(=C/c2ccco2)SC1=Nc1cccc(C(=O)O)c1	15	-14	-34	-17	5	·	0	-10	-4	·	-5
3	c1ccc(Sc2ncnc3c2oc2ccccc23)cc1	-14	28	-77	-37	-15	·	-82	-64	-15	·	15
4	O=C(Nc1ccccc1Oc1ccccc1)c1cc([N+](=O)[O-])ccc1Cl	54*	-13	57	-17	-23	55*	26	38	21	-1	-5
5	CC1CCN(C(=O)COC(=O)c2ccc([N+](=O)[O-])o2)CC1	1	21	-5	-10	8	-12	-2	-10	2	-7	-7
6	c1ccc2c(c1)COC(CN1CCCCC1)OC2	-8	-10	-3	6	7	-4	2	1	0	-26	1
7	O=C(O)C=C1C2CC3CC(C2)CC1C3	-17	24	0	-15	-13	-2	12	-20	-4	7	4
8	Cc1occc1-c1nnc(SCC(=O)Nc2nccs2)n1Cc1ccco1	-2	8	-5	-2	6	8	-14	9	-12	-8	-17
9	Cc1ccccc1N1OC2C(=O)N(c3ccc(F)cc3)C(=O)C2C1c1ccccn1 (stereo not drawn)	-7	2	7	9	3	-14	2	10	-1	6	-3
10	C/C(CCC1CC(C)OC1=O)=N\NC(N)=O (stereo not drawn)	14	-2	29	-11	-2	-2	-1	-54	·	4	-4
11	COc1ccccc1N1C(=S)NC2CS(=O)(=O)CC21 (stereo not drawn)	16	-4	11	-13	-2	4	-8	-19	19	4	-13
12	O=C(CSc1nnc(-c2ccccc2)o1)Oc1ccc(Br)cc1	-8	6	12	9	-15	-18	-13	4	0	-5	10
13	Nc1cc(S(=O)(=O)Nc2cc(Cl)ccc2Cl)ccc1N1CCOCC1	9	12	7	19	-7	14	3	9	-6	18	0
14	O=C(Nc1cccc2ncccc12)c1ccccc1F	5	-3	1	10	2	19	1	13	11	-9	3
15	CC(C)(C)c1ccc(C(=O)NCC(=O)N/N=C/c2cccs2)cc1	5	-9	13	1	4	-19	-7	7	0	-17	-11

One compound at a time, as listed above. Screens in order: TWEAK-Fn14 inh | CF NFkB inh | SRC3 inh | TROY signal inh | KKLEB tox | SRC2 inh | LRH-1 inv ag | NCOA1 inh | EBV LMP1 NFkB | COUP-TFII inh | TRAIL sens C8
COc1cc(OC)cc(C(=O)NCC(=O)OCC(=O)C(C)(C)C)c1 reads -2 | 2 | 3 | 4 | 13 | -15 | -6 | 18 | 12 | -17 | -17
CN1C(=O)/C(=C/c2ccco2)SC1=Nc1cccc(C(=O)O)c1 reads 15 | -14 | -34 | -17 | 5 | · | 0 | -10 | -4 | · | -5

(list continues)
nr	molecule	TWEAK-Fn14 inh	CF NFkB inh	SRC3 inh	TROY signal inh	KKLEB tox	SRC2 inh	LRH-1 inv ag	NCOA1 inh	EBV LMP1 NFkB	COUP-TFII inh	TRAIL sens C8
16	COc1cc(NS(C)(=O)=O)c(OC)cc1NC(=O)c1ccccc1	57*	1	8	-14	-4	13	12	-11	-25	-25	-7
17	COc1ccc(CC(=O)Nc2ccc(C(C)=O)cc2)cc1	-10	-4	-22	-19	0	-27	-14	-44	-18	-28	2
18	COc1ccc(Cn2nnnc2C(c2ccncc2)N2CCOCC2)cc1 (stereo not drawn)	16	2	12	0	-1	10	-6	-1	0	-9	5
19	COc1ccc(-n2c(Cc3cccn3C)nnc2SCC(N)=O)cc1	-9	-12	-6	-7	4	-4	16	-3	-12	-5	15
20	Cc1nn(-c2ccccc2)c(C)c1C(=O)OCC(=O)c1c(N)n(CC(C)C)c(=O)n(C)c1=O	49	-5	5	38	4	-44	15	17	29	18	43
21	CN(Cc1ccccc1)C(=O)c1ccc(NC(=O)Cc2ccc(NC(=O)C3CCCN(C(=O)C4CCC4)C3)cc2)cc1 (stereo not drawn)	10	-2	12	14	11	-1	-1	2	3	10	8
22	Cc1sc2ncn(CC(=O)NCc3ccco3)c(=O)c2c1-c1ccccc1	10	-5	8	-2	7	7	-7	2	16	-4	-7
23	COc1ccccc1NS(=O)(=O)c1ccc(N/N=C/C=C/c2ccccc2[N+](=O)[O-])c([N+](=O)[O-])c1	-6	-10	0	-13	14	-6	5	-63	7	1	-5
24	Cc1ccc(Cn2c(SCC(=O)NCc3ccco3)nc3ccsc3c2=O)cc1	-6	7	-2	20	-17	5	-4	4	-5	5	-3
25	Cc1ccc(C(C(=O)NC2CCCCC2)N(Cc2ccco2)C(=O)Cc2c[nH]c3ccccc23)o1 (stereo not drawn)	5	-7	0	5	-3	13	8	9	-1	14	0
26	CCOc1ccc(CC(=O)NCCS(=O)(=O)N2CCN(c3ccccc3)CC2)cc1	1	18	22	18	-12	-9	0	8	-4	7	-7
27	CCOC(=O)C1=C(c2ccccc2)N=c2s/c(=C\c3cc(OC)c(OC)c(OC)c3)c(=O)n2C1c1cccs1 (stereo not drawn)	-23	22	15	0	-10	-6	-7	3	3	12	-18
28	Cc1c(C(=O)NC(C)c2ccc(-n3ccnc3)cc2)cccc1[N+](=O)[O-] (stereo not drawn)	5	-9	-7	3	-9	-12	-8	-5	-2	3	-11
29	Cc1cc2ccccn2c1C(=O)c1ccc(Cl)cc1	-11	-1	3	-46	-9	-1	25	-13	-4	-11	9
30	CCSc1nc2cc(S(=O)(=O)N3CCOCC3)ccc2o1	-11	11	-15	-17	3	3	-11	2	21	-18	7

More structures follow.
nr	molecule	TWEAK-Fn14 inh	CF NFkB inh	SRC3 inh	TROY signal inh	KKLEB tox	SRC2 inh	LRH-1 inv ag	NCOA1 inh	EBV LMP1 NFkB	COUP-TFII inh	TRAIL sens C8
31	Cc1cccc2c3nc4ccccc4nc3n(C)c12	54*	-60	-107	-32	6	-8	-85	-50	·	1	26
32	CC1CCCN(C(=O)CN2C(=O)c3ccccc3S2(=O)=O)C1 (stereo not drawn)	34	-10	-25	58*	-6	-55	-49	-51	-11	-12	10
33	Cc1cc2nc(/C(C#N)=C\c3ccc(-c4ccccc4C(=O)O)o3)[nH]c2cc1C	14	-14	-3	-6	9	3	2	-33	-4	1	15
34	Cc1cc(OCC(=O)NCCCN(C)C)cc(C)c1Br	14	0	-10	·	-9	-8	2	-1	2	-2	1
35	Cc1cc(Cl)c2oc(C(=O)N(C)C(C)c3ccccn3)c(C)c2c1 (stereo not drawn)	-35	-20	-15	-49	-1	-49	-19	-13	2	-3	-30
36	COc1ccc(C(=O)N(C)C2CCCCC2)cc1OC1CCN(C(C)C)CC1	9	-11	-20	-17	26	0	-6	-133	3	-15	6
37	OC(COc1ccc(Br)cc1)Cn1ccnc1 (stereo not drawn)	-1	-10	9	5	11	-1	19	-12	-3	11	-2
38	Clc1ccc(OCCSCc2nc3ccccc3[nH]2)cc1	5	-12	-8	41	-1	24	14	-7	-29	1	-9
39	CCOc1ccc(NC(=O)CSc2ccc3nnc(-c4cccnc4)n3n2)cc1	13	-2	-4	3	-2	2	16	-117	4	5	-58
40	O=C(NCc1ccccn1)c1cnc2sccn2c1=O	-9	-3	15	3	6	-6	2	-13	-6	25	5
41	NC(=O)CSC1=Nc2ccccc2C2=NC(c3ccccc3)C(=O)N12 (stereo not drawn)	12	7	3	-7	10	-12	15	6	-4	-6	-9
42	Cc1ccc(CSc2ccc(C(=O)N3CCOCC3)cc2[N+](=O)[O-])cc1	-11	-3	5	-12	3	1	6	-13	-18	5	22
43	CCCC(=O)Nc1sc(C)c(-c2ccc(C(C)CC)cc2)c1C#N (stereo not drawn)	-2	-2	8	4	8	·	-4	11	10	·	16
44	COC(=O)[C@@]1(Cc2ccc(F)cc2)[C@H]2c3cc(C(=O)N(C)C)n(Cc4ccsc4Br)c3C[C@H]2CN1C(=O)c1ccccc1	39	·	·	22	·	-9	2	·	·	1	19
45	Cc1cccc(C)c1NC(=O)CN1CCN(c2ccc(F)cc2)CC1	0	-10	-10	0	4	-31	-1	0	·	18	-8

The listing continues:
nr	molecule	TWEAK-Fn14 inh	CF NFkB inh	SRC3 inh	TROY signal inh	KKLEB tox	SRC2 inh	LRH-1 inv ag	NCOA1 inh	EBV LMP1 NFkB	COUP-TFII inh	TRAIL sens C8
46	Cc1cccc(CC(=O)NCCN2CCCCC2)c1	4	15	-8	9	-14	-7	4	-25	-14	-1	8
47	Cc1ccc(S(=O)(=O)Nc2ccccc2F)cc1C(=O)NNC(=O)c1ccccc1O	-3	-2	2	-2	-11	-15	-28	-6	-1	-36	5
48	O=C(NCc1ccncc1)[C@@H]1CCCN1C(=O)[C@H]1CCCN1C(=O)c1ccccc1	-2	·	·	2	·	-3	-12	·	·	-6	8
49	COc1ccc(-n2c(=O)c3c4c(sc3n3c(=S)[nH]nc23)CCCC4)cc1	-4	20	5	12	-26	-2	-8	-21	10	-2	5
50	O=C1CC(c2ccc3ccccc3c2)NN1 (stereo not drawn)	-2	-13	-34	9	8	-14	-1	-17	0	2	-13
51	COc1cccc(-c2sc3ccc(OC)cc3c2-c2ccc(OCCN3CCCCC3)cc2)c1	-2	26	-3	8	-7	·	8	-29	-13	·	13
52	CCOc1cc(C(=O)N2CCC(CC3CC(c4ccccc4)=NO3)(C(=O)NCc3ccc(OC)cc3)CC2)cc(OCC)c1OCC (stereo not drawn)	2	-11	7	-3	-4	1	1	-20	8	-13	9
